Compound activity (PubChem BioAssay)
INS-1E GSIS act = GLuc luminescence reporter in INS-1E cells, primary screen for activators of glucose-dependent secretion of insulin; AID 743287; 370,000 compounds, 0.61% hits; INS-1E GLuc reporter insulin secretion, 2-3 h; activation, % at 16.6 µM;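 active = lowest replicate activation of at least 40%, so every replicate reaches that level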;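 also: 0% = median of neutral control wells and 100% = median of IBMX positive control wells; some compounds called inactive have numbers as strong as hits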
RAD54 branch = blocks human RAD54 Holliday junction branch migration | inhibition, % at 10.4 µM | Q92698 | 360,000 compounds, 0.14% hits | FAM/BHQ fluorescence;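 active = mean normalized replicate activity at least 40 and at least half of replicates scoring 40 or more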;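 also: 0% = median of neutral control wells and 100% = median of positive control wells; inhibitors cause a drop in the FAM fluorescence signal; in these data hits start at about 50%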
ARNT TACC3 PPI = disrupts binding between human ARNT and TACC3. Q9Y6A5. AlphaScreen His-ARNT PAS-B/GST-TACC3 binding, luminescence; TACC3 fragment carries E629A point mutation. inhibition, % at 9.99 µM. 390,000 compounds, 0.66% hits. AID 623870;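 active = mean inhibition of replicates at least 50% and at least half of replicates each reaching 50%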;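 also: 0% = complete ARNT plus TACC3 wells and 100% = ARNT alone without TACC3; many hits fall short of the cut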
ERAP1 HTS inh = ERAP1 (human) enzyme inhibition; recombinant ERAP1, Leu-AMC fluorescence, 60 min; AID 652197; 340,000 compounds, 0.15% hits; inhibition, % at 10.7 µM; Q9NZ08;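 active = mean replicate inhibition of at least 30%, or all replicates individually reaching that 30% level; inactive = mean below 30% and not every replicate reaching it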;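 also: 0% = neutral control wells and 100% = L-leucinethiol positive control wells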
RAD52 inh = inhibitors of human RAD52 DNA annealing; P43351; recombinant RAD52 DNA annealing, FRET fluorescence; inhibition, % at 18.7 µM; 360,000 compounds, 0.46% hits;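 active = every replicate showing at least 50% inhibition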
Target sequence (P43351 whole entry, looked up): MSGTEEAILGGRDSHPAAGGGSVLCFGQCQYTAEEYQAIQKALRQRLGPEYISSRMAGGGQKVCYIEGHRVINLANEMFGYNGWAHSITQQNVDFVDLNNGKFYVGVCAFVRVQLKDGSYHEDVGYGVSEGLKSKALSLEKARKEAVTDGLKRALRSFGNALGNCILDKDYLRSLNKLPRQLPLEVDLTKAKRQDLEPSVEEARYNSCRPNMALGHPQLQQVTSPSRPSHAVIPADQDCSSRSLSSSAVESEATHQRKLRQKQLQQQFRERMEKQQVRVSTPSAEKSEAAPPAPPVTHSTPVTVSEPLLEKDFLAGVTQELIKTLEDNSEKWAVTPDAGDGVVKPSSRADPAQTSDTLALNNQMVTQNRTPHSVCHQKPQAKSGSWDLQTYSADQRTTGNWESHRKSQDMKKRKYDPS
esBAF inh = SWI/SNF esBAF complex inhibition; 350,000 compounds, 2% hits; mouse ES cells, Bmi1-luciferase knock-in reporter, 24 h; 100% = twice the neutral-well signal; reporter increase, % at 12.5 µM; in the data active = activation above about 40%;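 also: 0% = median of the plate's neutral control wells and 100% = double that signal; a rise in the Bmi1 reporter signal indicates esBAF inhibition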
F508del corr = CFTR F508del correction in bronchial cells. CFBE cells, YFP halide quenching; stimulated with forskolin plus potentiator P3; % fluorescence drop versus neutral controls. activity (quench increase), % at 7.58 µM. AID 720511. 350,000 compounds, 0.36% hits;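 active = mean added fluorescence quench of at least 8% versus neutral control, with both replicates also reaching 8%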;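 also: cells transiently co-express mutant CFTR-F508del with the halide-sensitive YFP; corrector assay measuring rescue of mutant channel to the surface after 24 h compound exposure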
Xi reactivation = activators of X-chromosome reactivation in mouse fibroblasts | 360,000 compounds, 0.055% hits | AID 743238 | XiGFP mouse fibroblasts, % GFP-positive cells imaging, 3 d; cells co-treated with 5-aza-dC sensitizer; scaled so ellipticine positive control = 100% | activation, % at 7.58 µM;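 active = mean normalized replicate activation at least 10% and every replicate at or above 10%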;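 also: 0% = median of on-plate neutral control wells and 100% = ellipticine 6 µM median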
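Material: XiGFP fibroblasts, SV40-immortalized. Buffer or medium: DMEM plus 5-aza-dC sensitizer. Compound: single concentration per compound, delivered by pin transfer. Times: 3 days compound exposure. Controls: ellipticine 6 µM.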
* = called active by the depositor; · = no result given. Random draw from the library; about 3.3% have a hit in one of these screens.

SMILES	INS-1E GSIS act	RAD54 branch	ARNT TACC3 PPI	ERAP1 HTS inh	RAD52 inh	esBAF inh	F508del corr	Xi reactivation
O=C(Nc1ccncc1)c1sc2ccccc2c1Cl	·	·	-3	-2	-12	·	0.4	-0.1
Cc1ccc(S(=O)(=O)Nc2ccc3c(c2)C(=O)N(C)[C@H]2CC[C@@H](CC(=O)O)O[C@H]2CO3)cc1	2	-1	-6	0	-5	5	-0.5	0.3
COc1nn(CC(=O)N2N=C(C)CC2(O)C(F)F)cc1[N+](=O)[O-] (stereo not given)	0	4	-7	·	·	-1	·	·
COc1cc(Cl)c(C)cc1NC(=O)c1ccc(S(C)(=O)=O)cc1	0	·	21	-1	-22	·	0.4	-0.5
COc1ccc(NC(=O)N(C)C[C@H]2Oc3ccc(NC(=O)Nc4ccc(C(F)(F)F)cc4)cc3C(=O)N([C@H](C)CO)C[C@H]2C)cc1	-9	2	-1	·	·	4	1.2	-0.1
O=C(NNC(=S)Nc1ccccc1)c1cccc(Br)c1	-39	-8	10	·	·	47*	·	·
COC(=O)C(C)Sc1nc(NCc2ccccc2)nc(N(C)C)n1 (stereo not given)	-1	·	-2	-6	3	·	-1.2	0.0
O=C(c1ccc2c(=O)n3c(nc2c1)CCCCC3)N1CCCCC1	11	-14	2	-5	0	3	1.3	0.0
Cc1ccc(-c2nnn(CC(=O)N(CC3CCCO3)C(C(=O)NC3CCCC3)c3ccc(O)cc3)n2)o1 (stereo not given)	-5	·	-3	4	-7	·	1.1	0.4
O=C(Nc1ccccc1)N[C@H]1CC[C@H](CCNS(=O)(=O)c2ccccc2F)O[C@H]1CO	-2	-8	-7	-2	-6	7	-0.6	0.1
COc1ccc(C(=O)NC2CCN(S(=O)(=O)c3ccc(F)cc3)CC2)cc1	6	-6	-16	0	-12	0	-2.8	0.0
Cc1ccc(N2CC(=O)N(NC(=O)c3sc4nc(C)cc(C)c4c3N)CC2=O)cc1	48	·	-7	-20	-10	·	-1.6	0.3
COC(=O)c1c(NC(=O)COC(=O)CNC(=O)C2CCCCC2)sc(C)c1C	·	2	1	1	1	-4	·	-0.1
CC(CC(=O)Nc1nccs1)c1ccccc1 (stereo not given)	0	1	-1	-2	5	-2	-2.0	0.0
Cc1cc(C)cc(NC(=S)NC2CC3CCC(C2)N3Cc2ccco2)c1 (stereo not given)	-38	·	9	4	3	·	0.8	·
Cc1ccc(C2=Nc3ccccc3NC(C)(c3ccc(C)o3)C2)o1 (stereo not given)	-15	-11	22	·	·	13	·	·
O=C(C[C@@H]1C=C[C@H](NC(=O)c2ccncc2)[C@@H](CO)O1)NCCc1ccncc1	19	-3	-4	-1	-7	-5	0.7	-0.5
CN1CCN(C(=O)C[C@H]2CC[C@H](NC(=O)Nc3ccccc3F)[C@@H](CO)O2)CC1	5	-11	4	1	4	-4	-1.8	-0.1
Cc1ccc2nc(N(CCCN(C)C)C(=O)c3ccc(S(=O)(=O)N4CCCCCC4)cc3)sc2c1	-48	3	16	-6	61*	-18	-0.4	-0.1
CC1=CC(C)(C)NC(=S)N1C(C)c1ccccc1 (stereo not given)	-18	-4	4	-1	-54	6	-1.8	0.2

Arranged by molecular weight (falling): some entries from above
SMILES	INS-1E GSIS act	RAD54 branch	ARNT TACC3 PPI	ERAP1 HTS inh	RAD52 inh	esBAF inh	F508del corr	Xi reactivation
CN1CCN(C(=O)C[C@H]2CC[C@H](NC(=O)Nc3ccccc3F)[C@@H](CO)O2)CC1	5	-11	4	1	4	-4	-1.8	-0.1
O=C(C[C@@H]1C=C[C@H](NC(=O)c2ccncc2)[C@@H](CO)O1)NCCc1ccncc1	19	-3	-4	-1	-7	-5	0.7	-0.5
COc1ccc(C(=O)NC2CCN(S(=O)(=O)c3ccc(F)cc3)CC2)cc1	6	-6	-16	0	-12	0	-2.8	0.0
Cc1ccc(C2=Nc3ccccc3NC(C)(c3ccc(C)o3)C2)o1 (stereo not given)	-15	-11	22	·	·	13	·	·
CC(CC(=O)Nc1nccs1)c1ccccc1 (stereo not given)	0	1	-1	-2	5	-2	-2.0	0.0

Next part
SMILES	INS-1E GSIS act	RAD54 branch	ARNT TACC3 PPI	ERAP1 HTS inh	RAD52 inh	esBAF inh	F508del corr	Xi reactivation
O=C(Nc1nnc(CCS(=O)(=O)c2ccc3ccccc3c2)s1)c1cccs1	106*	8	1	·	·	6	·	0.7
CC1(C(=O)NS(=O)(=O)c2cccc(OC(F)F)c2)CCN1C(=O)c1ccco1 (stereo not given)	9	-15	·	0	-16	4	4.4	0.0
O=C(Nc1ccc(C(=O)O)cc1)Nc1ccc([N+](=O)[O-])cc1	-10	-2	14	-56	-9	-9	-3.1	0.0
Cn1c(N/N=C\c2cccc(O)c2)cc(=O)n(C)c1=O	22	8	6	·	·	6	·	-0.1
C[C@@H]1CCCCO[C@@H](CN(C)S(C)(=O)=O)[C@H](C)CN([C@H](C)CO)C(=O)c2cc(NS(=O)(=O)c3cn(C)cn3)ccc2O1	21	-1	-6	-2	7	-4	4.1	0.4
CCCCc1cc(=O)oc2c(C)c(OCC(=O)N3CCC(C(N)=O)CC3)ccc12	15	-3	-12	8	-9	-3	-0.8	·
C[C@H]1CN([C@@H](C)CO)C(=O)Cc2cc(NC(=O)NC3CCCCC3)ccc2O[C@@H]1CN(C)Cc1ccccc1	-3	-4	-32	4	11	-3	0.1	-0.6
CCCC(=O)Nc1ccc2c(c1)C(=O)N(C)[C@H]1CC[C@@H](CC(=O)NCc3cccc(F)c3)O[C@@H]1CO2	6	-1	-3	4	4	4	0.4	0.0
CCOCCCn1c(SCC(=O)Nc2oc(C)c3c(C)n[nH]c(=O)c23)nc2ccccc2c1=O	8	-3	-2	4	-5	1	2.0	0.0
CC(C)N(Cc1nc(-c2ccccc2)no1)C(=O)c1ccc2c(c1)OCO2	-29	-5	-11	1	-8	7	-2.6	·
Cc1cnc(C(=O)N(CCCn2ccnc2)C2C(=O)Nc3ccccc3N=C2c2ccccc2)cn1 (stereo not given)	-4	7	·	-2	-11	2	-2.0	0.0
O=c1[nH]cnc2c1ncn2-c1ccc(Cl)cc1	-4	·	·	0	-16	-2	1.7	0.1
Cc1ccc(S(=O)(=O)NCC2CCC(C(=O)N3CCN(C)CC3)CC2)cc1 (stereo not given)	-5	4	-7	-30	-12	0	-0.2	0.0
O=C1C=C(N2CCCCCC2)C2(CCCCC2)O1	14	·	-7	0	-1	·	-1.8	0.1
Cc1ccc(C)c2c1cc(C)c1nnc(SCC(=O)Nc3nc4c(s3)CCCC4)n12	-1	0	6	·	·	·	·	0.3
Cc1cc(C)n2nc(C(=O)OCC(=O)N(C)C3CCCCC3)nc2n1	9	-5	-4	-2	-7	-4	3.6	0.0
O=C1Cc2cc(S(=O)(=O)NCc3ccccc3Cl)cc3c2N1CCC3	·	6	1	3	-3	-5	-2.0	-0.1
Cc1nc(NC(=O)CSc2nnc(N)s2)c(Cl)cc1Cl	-3	-4	-12	13	-19	-7	-1.3	1.0
COC(=O)c1ccc(OCC(=O)N2CCCc3ccccc32)cc1	5	2	2	-3	-10	8	-1.5	0.2
C[C@H]1CN([C@@H](C)CO)C(=O)c2cc(C#CCN(C)C)cnc2O[C@@H]1CN(C)C(=O)Cc1ccccc1	3	-5	·	·	-16	-2	-0.3	0.0
O=C(Nc1ccc(OC(F)(F)F)cc1)C1CCCCN1S(=O)(=O)c1ccccc1 (stereo not given)	-26	-1	-1	0	2	·	0.2	0.2
CCNC(=O)C1CCCN(C(=O)C(c2ccccc2)c2ccccc2)CC1 (stereo not given)	11	-7	·	7	-19	-8	-0.9	-0.1
CC(C)N1C(=O)N(c2ccccc2)C(C)(O)CC1(C)C (stereo not given)	3	·	2	1	-18	·	·	-0.1
Cn1c2ccccc2c(=O)c2c(=O)n(-c3ccc(F)cc3)c(C3CCCCC3)nc21	-1	·	0	0	-2	·	-0.1	0.0
COc1cccc(N2CC(C(=O)N3CCC4(CC3)CC(=O)c3ccccc3O4)CC2=O)c1 (stereo not given)	-20	-1	5	-2	-5	·	-1.8	-0.1
NS(=O)(=O)c1ccc(NC(=O)COC(=O)c2cc([N+](=O)[O-])ccc2Cl)cc1	3	2	-5	·	-14	-2	-1.3	·
Cn1c(N)c(C(=O)COC(=O)/C=C/c2ccc(Cl)c(Cl)c2)c(=O)n(C)c1=O	3	1	-12	·	-18	0	1.7	0.1
CC(C)C[C@@H](CNCC(=O)[C@H](C)NC(=O)c1[nH]cnc1C(=O)N[C@@H](C)CN)NC(=O)c1nc[nH]c1C(=O)N[C@@H](C)C(=O)O	16	-12	14	·	-5	0	3.5	0.0
CCN(CC(=O)Nc1cccc(OC)c1)c1ncnc2sc(C)c(C)c12	-31	3	-2	·	·	8	·	0.0
COc1cc(/C=C2\C(=N)N3N=C(S(C)(=O)=O)SC3=NC2=O)cc(OC)c1OCCOc1ccccc1C	-24	-26	13	-4	-25	-5	-4.1	0.2
CNC(=O)CN(c1ccc(F)cc1)S(=O)(=O)c1cc(C)ccc1OC	24	-8	-3	·	·	-1	·	·
CN(CCC#N)C(=O)COC(=O)c1ccc2c(=O)n3c(nc2c1)CCC3	-2	·	-5	-10	-10	·	1.6	5.6
CC1(C(=O)NCc2ccncc2)Cc2c(-c3cccc(C(F)(F)F)c3)ccnc2O1 (stereo not given)	-8	10	·	4	1	-4	5.3	0.0
C[C@H]1CN([C@@H](C)CO)S(=O)(=O)c2ccc(C#CCN(C)C)cc2O[C@H]1CN(C)Cc1ccc2c(c1)OCO2	0	-8	·	-5	-2	-4	·	-1.0
C[C@H](CO)N1C[C@H](C)[C@@H](CN(C)CC2CC2)Oc2c(NC(=O)Nc3ccc4c(c3)OCO4)cccc2C1=O	4	·	·	-11	-10	·	0.5	0.3
CCOc1ncccc1C(=O)N1CCN(S(=O)(=O)c2ccc(Br)cc2Cl)CC1	-13	·	8	1	-23	·	-1.9	-0.1
C=CCNC(=S)Nc1ccc(OC)c(S(=O)(=O)N2CCOCC2)c1	9	0	4	-4	-8	3	-0.5	-0.1
CNc1nc(C)c([N+](=O)[O-])c(Nc2ccc(OC)cc2)n1	16	-5	3	0	-1	-6	0.7	0.0
O=C(NCCCn1ccnc1)/C(=C\c1cccnc1)NC(=O)c1ccccc1Br	4	-3	2	·	·	·	·	0.1
CN(C)CCCNC(=O)[C@@H]1[C@@H](CO)[C@@H]2Cn3c(ccc(-c4cccc(F)c4)c3=O)[C@@H]2N1C	-3	-11	0	-1	4	4	-0.7	0.0
O=C(CSc1nncn1-c1cccnc1)N(c1ccccc1)c1ccccc1	4	·	-5	-2	-21	·	1.5	0.1
O=C(NCCn1cc(SCc2ccccc2)c2ccccc21)c1ccccc1F	-16	6	-5	3	-1	5	2.4	0.1
Cc1ccc(S(=O)(=O)N2CCC(C(=O)Nc3ccc(S(=O)(=O)N4CCCC4)cc3)CC2)cc1	-28	5	·	3	-1	·	1.4	0.0
Cc1c(P(=S)(c2ccccc2)c2ccccc2)[n+]2ccccc2n1C/C=C/c1ccccc1	243*	21	·	·	41	-35	2.5	0.3
COc1cc(C(=S)N2CCOCC2)cc(OC)c1OC(=O)c1ccccc1Cl	-9	-10	·	7	-3	-4	1.5	0.0
CC[C@]12c3[nH]c4cc(-c5ccco5)ccc4c3CCN1C(=O)[C@@H](CC(=O)NCCCn1ccnc1)C[C@@H]2C(=O)N1CCN(C(=O)c2ccco2)CC1	-6	6	9	3	-6	5	0.5	0.1
Cc1nc(C(F)(F)F)c(C(=O)NC(=O)Nc2ccc(OC(F)(F)F)cc2)s1	-6	-4	-3	0	5	-6	·	·
